Source: PubChem BioAssay
COUP-TFII inh: blocks human COUP-TFII nuclear receptor; P24468; HEK293T NGFI-A luciferase reporter, luminescence; inhibition, % at 8.6 µM; hit rate 0.7% among 370,000;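 active = inhibition above a per-plate cutoff, mean inhibition of test wells between control levels plus 3 SD, cut at about 38% in these data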;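 also: cells cotransfected with COUP-TFII expression vector driving the NGFI-A reporter; 0% = median of COUP-TF2 test wells and 100% = reporter-only cells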
TROY signal inh: inhibitors of TROY-dependent NF-kB signaling | inhibition, % at 10 µM | Q293 LMP1-TROYcd NF-kB luciferase reporter, 4 h | AID 1347056 | hit rate 0.98% among 360,000;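 active = compounds whose plate-normalised and pattern-corrected inhibition of the luciferase reporter signal at the single screening dose is 50% or more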
Granule exo inh: lytic granule exocytosis inhibition. TALL-104 LAMP-1 surface exposure, flow cytometry; cells stimulated with thapsigargin and PMA. inhibition, % at 10 µM. hit rate 0.66% among 360,000;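 active = inhibition above about 55%, limit read from the data; inconclusive = no clear call, values can overlap the other calls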
NOD2-RIPK2 inh: NOD2-RIPK2 protein interaction inhibition; O43353; CHO BLA complementation NOD2-RIPK2, CCF4 ratio; inhibition, % at 4.98 µM; hit rate 0.38% among 360,000; AID 624267; in the data active = inhibition above about 21%;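 also: 0% = vehicle only and 100% = reference blocker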
TWEAK Fn14 block: blocks TWEAK-Fn14 interaction in a reporter cell assay; TWEAK-stimulated Fn14 reporter cells, luciferase luminescence, 8 h; inhibition, % at 10 µM; hit rate 2% among 360,000; in the data active = inhibition above about 50%
ABHD5 PLIN5 PPI: ABHD5-PLIN5 protein interaction inhibition; hit rate 0.78% among 360,000; inhibition, % at 4 µM; AID 602281; Split G. princeps luciferase complementation, luminescence, 4 h; Q00G26+Q8WTS1;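 active = inhibition above the mean inhibition across every tested compound plus 3 SD, cut at about 22% in these data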;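 also: 0% = DMSO only wells and the 100% control is not disclosed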
NCOA3 inh: inhibits human SRC3 coactivator; Q9Y6Q9; HEK293 GAL4-SRC3 luciferase reporter, luminescence; inhibition, % at 3.6 µM; hit rate 0.17% among 360,000; AID 588352;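 active = inhibition above a per-campaign cutoff, the mean of all compounds plus 3 SD, cut at about 60% in these data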;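 also: 0% = DMSO-treated cells and 100% = gossypol-treated cells at 36 µM; higher means less SRC3-driven luciferase light from the GAL4 reporter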
NCOA1 inh: inhibits human SRC1 coactivator | HEK293 GAL4-SRC1 luciferase reporter, luminescence | AID 588354 | inhibition, % at 3.6 µM | Q15788 | hit rate 0.12% among 360,000;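 active = inhibition above the campaign mean plus 3 SD, with each screening campaign given its own cutoff, cut at about 60% in these data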;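 also: 0% = DMSO treated cells and 100% = gossypol at 36 µM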
Target sequence (Q15788 whole entry, looked up, the tested form may be a part): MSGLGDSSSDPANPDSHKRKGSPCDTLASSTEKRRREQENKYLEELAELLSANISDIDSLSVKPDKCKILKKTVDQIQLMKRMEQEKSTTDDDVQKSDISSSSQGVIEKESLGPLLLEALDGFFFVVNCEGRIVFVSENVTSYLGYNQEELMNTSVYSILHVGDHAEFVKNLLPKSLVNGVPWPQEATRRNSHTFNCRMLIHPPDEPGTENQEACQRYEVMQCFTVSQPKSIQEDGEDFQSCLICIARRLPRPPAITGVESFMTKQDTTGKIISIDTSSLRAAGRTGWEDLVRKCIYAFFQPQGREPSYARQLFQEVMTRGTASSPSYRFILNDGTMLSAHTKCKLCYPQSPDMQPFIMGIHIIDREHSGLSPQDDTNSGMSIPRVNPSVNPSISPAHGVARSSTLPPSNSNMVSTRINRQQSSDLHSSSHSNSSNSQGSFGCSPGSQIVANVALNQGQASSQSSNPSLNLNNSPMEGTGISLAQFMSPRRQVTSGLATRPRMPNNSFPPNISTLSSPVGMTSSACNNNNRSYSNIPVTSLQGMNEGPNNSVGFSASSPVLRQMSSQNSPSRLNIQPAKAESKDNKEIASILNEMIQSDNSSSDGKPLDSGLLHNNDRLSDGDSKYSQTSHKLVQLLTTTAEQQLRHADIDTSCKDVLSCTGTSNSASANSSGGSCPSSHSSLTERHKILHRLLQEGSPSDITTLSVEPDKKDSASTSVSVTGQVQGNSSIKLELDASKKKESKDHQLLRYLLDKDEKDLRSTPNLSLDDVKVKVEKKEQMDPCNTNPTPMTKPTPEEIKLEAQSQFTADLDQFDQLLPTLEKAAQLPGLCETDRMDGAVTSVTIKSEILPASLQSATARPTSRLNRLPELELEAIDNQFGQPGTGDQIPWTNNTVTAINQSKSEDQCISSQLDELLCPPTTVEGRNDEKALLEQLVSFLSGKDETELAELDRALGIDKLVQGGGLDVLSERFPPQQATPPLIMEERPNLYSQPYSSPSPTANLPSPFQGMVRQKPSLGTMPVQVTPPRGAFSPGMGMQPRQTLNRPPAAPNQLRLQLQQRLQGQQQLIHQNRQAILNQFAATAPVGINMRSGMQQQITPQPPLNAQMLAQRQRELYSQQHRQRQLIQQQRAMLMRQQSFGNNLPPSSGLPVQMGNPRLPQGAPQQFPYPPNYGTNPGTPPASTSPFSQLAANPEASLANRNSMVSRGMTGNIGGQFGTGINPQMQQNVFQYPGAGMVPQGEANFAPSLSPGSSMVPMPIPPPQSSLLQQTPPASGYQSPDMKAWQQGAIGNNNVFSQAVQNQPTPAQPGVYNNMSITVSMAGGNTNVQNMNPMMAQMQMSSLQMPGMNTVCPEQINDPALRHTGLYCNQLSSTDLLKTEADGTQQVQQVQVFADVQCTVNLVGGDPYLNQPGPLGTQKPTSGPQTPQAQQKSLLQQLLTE
LRH-1 inv ag: NR5A2 inverse agonism in reporter assay. HEK293T StAR-luciferase reporter, LRH-1 transfected, 24 h. inhibition, % at 3.6 µM. hit rate 0.13% among 360,000. AID 602396;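 active = inhibition above the mean inhibition of all tested compounds plus 3 SD, cut at about 73% in these data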;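 also: 0% = DMSO wells and 100% = reporter-only cells lacking LRH-1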
TLR9-MyD88 block: inhibitors of human TLR9-MyD88 binding; Q9NR96+Q99836; CHO BLA complementation TLR9-MyD88, CCF4 FRET ratio; inhibition, % at 4.98 µM; hit rate 0.21% among 340,000;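 active = inhibition above the mean over all tested compounds plus 3 SD, cut at about 21% in these data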;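 also: 0% = DMSO only wells and 100% = clavulanate BLA inhibitor control wells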
NCOA2 inhibitor: human SRC2 (NCOA2) inhibition; HEK293 GAL4-SRC2 luciferase reporter, luminescence; inhibition, % at 9 µM; hit rate 0.17% among 370,000; AID 651957;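 active = inhibition above the mean inhibition of all tested compounds plus 3 SD, set per campaign, cut at about 52% in these data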;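 also: 0% = DMSO treated cells and 100% = cells given Gossypol at 36 µM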
* = called active by the depositor; u = inconclusive; x = not tested or not shown. These rows are one share of the data; count on the stated rates, not on these rows.

No.	canonical_smiles	COUP-TFII inh	TROY signal inh	LRH-1 inv ag	NCOA3 inh	NCOA2 inhibitor	NOD2-RIPK2 inh	TLR9-MyD88 block	ABHD5 PLIN5 PPI	TWEAK Fn14 block	Granule exo inh	NCOA1 inh
1	Cc1ccc(S(=O)(=O)N(C)C)cc1NC(=O)COC(=O)CCCOc1ccccc1	-22.3	-11.3	8.2	15.0	-19.3	-7.5	3.9	6.2	-15.2	4.6	1.2
2	CSc1nc2ccc(Nc3nc(N4CCOCC4)nc(N4CCOCC4)n3)cc2s1	-5.9	11.8	14.7	-3.0	2.9	-11.1	6.1	-0.8	-3.4	3.7	-1.5
3	Cc1ccc(CC2C(=O)N(c3nc(C)cc(C)n3)C(=O)C2C)cc1 (stereo unspecified)	5.8	-11.2	9.2	5.6	2.5	1.0	-3.0	-7.1	5.2	-0.9	4.0
4	O=C(CSc1nc2ccccc2o1)NCc1ccc2c(c1)OCO2	1.2	-31.9	10.9	-28.0	-13.4	-9.4	-0.4	-4.1	-9.2	0.6	-23.5
5	O=C(/C=N/O)Nc1ccc2sc3ccccc3c2c1	-21.4	2.9	-12.5	-18.7	-13.9	21.2*	34.1*	1.4	-9.4	23.2	-18.7
6	O=C(O)c1cc(-c2ccc(N3CCOCC3)cc2)nn1-c1ccc(F)cc1F	-7.2	5.3	-3.3	7.2	-1.6	-3.5	-2.4	-4.2	-6.3	2.7	3.3
7	COc1ccc(NC(=O)C2CCN(S(=O)(=O)c3ccc(C)cc3)CC2)cc1OC	5.8	4.5	14.5	1.0	-6.1	-4.3	3.6	-3.0	0.8	-0.4	-2.7
8	CCOc1cccc(-c2c(C(=O)N/N=C/c3c(F)cccc3Cl)nnn2-c2nonc2N)c1	-5.8	8.4	9.9	-10.3	5.2	-5.9	-2.4	1.7	-5.0	5.8	17.8
9	C=CCn1c(SC(CCO)C(=O)NCc2ccco2)nc2sc3c(c2c1=O)CCC3 (stereo unspecified)	-4.5	10.0	-1.6	-2.0	-9.8	-2.8	-4.5	-2.8	6.7	2.0	-34.4
10	COc1ccc(C(O)Cn2c(=N)n(CCCN(C)C)c3ccccc32)cc1 (stereo unspecified)	4.0	5.5	20.1	-0.7	-11.6	-6.0	1.2	10.4	-22.4	-0.1	8.8
11	COc1ccccc1OCCCCNCCO	6.0	-14.4	2.6	-14.4	-19.8	4.1	8.5	5.8	-8.6	2.2	-0.7
12	O=C(CCC1CCCN(C(=O)c2ccccc2Cl)C1)N1CCN(c2ccccn2)CC1 (stereo unspecified)	13.2	4.1	11.9	15.3	-28.3	10.0	2.9	-3.4	-6.6	8.1	-12.3
13	O=[N+]([O-])c1ccc(S(=O)(=O)NN=C2CCCCC2)cc1	2.5	5.6	0.9	-3.2	-27.8	-1.4	-17.7	4.8	8.1	-13.4	-5.2
14	CCC(C)N(CCNC(=O)CC1Oc2ccccc2NC1=O)C1CCCCC1 (stereo unspecified)	5.3	5.3	12.1	16.6	-34.7	1.5	-3.8	-4.7	7.5	-1.2	-12.8
15	Cc1ccc(SCc2ccc(C(=O)Nc3cccc([N+](=O)[O-])c3C)cc2)cc1	-17.0	-8.7	12.1	-6.0	1.8	-3.0	-4.2	-11.6	-4.3	1.1	5.5
16	O=C(Nc1cccnc1)c1cc(S(=O)(=O)N2CCCCC2)c(Cl)cc1Cl	7.9	10.7	-13.8	8.9	9.7	2.5	-3.4	-3.9	21.6	-6.5	-4.8
17	CSCC(=O)N1CCC(Oc2cccc(C(=O)NCc3ccccn3)c2)CC1	-6.8	18.0	5.5	11.7	-0.7	0.6	0.7	-1.3	-3.5	-0.7	-7.3
18	CCC(=O)N1N=C(c2c(-c3ccccc3)c3cc(Cl)ccc3[nH]c2=O)CC1c1ccco1 (stereo unspecified)	-1.7	26.6	25.4	3.9	22.6	9.9	-10.7	-1.0	11.1	-0.3	2.2
19	CC1CCCC(C)N1S(=O)(=O)c1ccc(Cl)cc1 (stereo unspecified)	19.9	4.7	-8.2	10.0	5.0	5.1	-8.4	-12.9	-11.7	-7.8	3.4
20	Cc1c(C(=O)NCc2ccc3c(c2)OCO3)sc2nc(-c3ccc(F)cc3)cn12	2.9	6.4	-0.2	9.2	5.5	-5.5	10.6	-2.4	-28.7	-5.5	-2.2
21	N#Cc1ccc(C(=O)OCC(=O)NC(=O)NCc2ccccc2)cc1	-12.9	4.6	-7.1	6.2	-31.1	-4.2	6.5	2.5	-5.8	-2.4	-2.2
22	CCC1CCCCN1CCCNC(=O)CS(=O)Cc1nc(-c2ccc(OC)c(OC)c2)oc1C (stereo unspecified)	1.1	4.2	17.0	23.6	-6.2	-5.4	3.0	8.9	7.9	6.7	-19.2
23	Cc1ccc(N(C(=O)c2csnn2)C(C(=O)NC(C)(C)C)c2ccccn2)cc1 (stereo unspecified)	-13.9	7.0	12.4	5.5	-27.6	3.3	1.0	-0.4	2.4	-5.1	2.8
24	CN(CC(=O)Nc1c(Cl)cccc1Cl)C(=O)CC1Sc2ccccc2NC1=O (stereo unspecified)	5.4	-7.6	1.6	-27.1	-29.5	4.0	4.8	2.0	-7.2	-4.7	-33.1
25	COCCCn1cc(CN(C)C2CN(Cc3cn(CCCOC)nn3)S(=O)(=O)C2)nn1 (stereo unspecified)	1.9	1.3	-4.7	x	24.1	-14.1	x	7.0	24.3	-2.2	x
26	CCN(CC)S(=O)(=O)c1ccc(C(=O)NCCc2cc3c(OC)ccc(OC)c3[nH]c2=O)cc1	4.6	14.0	-10.8	17.1	19.0	-3.4	-0.7	4.4	16.9	-2.0	0.0
27	CCC1(c2ccccc2)NC(=O)N(CC(=O)Nc2cc(Cl)ccc2N2CCN(C)CC2)C1=O (stereo unspecified)	-10.3	11.0	15.6	11.6	-4.1	-2.0	-2.0	-1.4	11.5	4.9	-0.9
28	Cc1ccc(-n2nc3c(=O)n(CC(=O)NCCc4ccc(Cl)cc4)nc(C)c3c2C)cc1	6.4	12.4	6.0	8.1	-9.2	-3.8	-8.4	-5.9	6.5	-4.1	-8.8
29	O=C(O)c1ccc(C(=O)c2ccc3c(c2)C(=O)N(Cc2ccco2)C3=O)cc1	12.2	-3.1	-0.7	18.4	14.8	1.7	-0.2	8.4	-14.6	-3.4	10.0
30	CCc1nc2c(OCCn3cccc3)cccn2c1N(C)C(=O)c1cccs1	4.5	-8.4	12.8	-10.7	-5.5	-6.5	x	8.7	21.5	-4.8	3.3
31	Cc1c(C(=O)Nc2ccc(S(=O)(=O)Nc3ncccn3)cc2)oc2ccccc12	-18.2	-8.3	-18.1	-70.3	14.3	-3.5	1.2	-7.3	6.4	-1.6	-3.5
32	CCCc1c(C(=O)Nc2ccc(F)cc2F)cnn1-c1ccccc1	-4.3	-6.7	2.4	19.4	20.6	-12.2	6.9	-4.2	4.0	3.6	5.5
33	Cc1ccc2c(c1)c1c3n2CCN(CC(N)=O)C3CCC1 (stereo unspecified)	-5.8	-29.9	-16.1	-9.0	11.2	-8.6	7.5	12.1	24.1	u	-16.1
34	Cc1ccc(NC(=O)CN2C(=O)NC(C)(c3ccc(Cl)cc3)C2=O)c(Br)c1 (stereo unspecified)	1.8	10.1	13.9	-38.8	-57.7	1.9	8.9	-5.9	-10.6	10.0	-45.4
35	COCCNC(=S)NN=C1CCC(c2ccccc2)CC1 (stereo unspecified)	3.7	-8.3	-0.1	4.7	-7.7	9.5	-1.0	-9.7	-3.2	20.6	15.7
36	O=C1OC(Cc2ccccn2)C(O)=C1C1=NCCCCN1 (stereo unspecified)	-34.0	-12.3	-100.9	-59.0	-44.3	-0.3	-11.8	14.9	39.2	-4.7	-142.6
37	CC(C)N1C(=O)N(c2ccc(Cl)cc2)C(C)(O)CC1(C)C (stereo unspecified)	-6.1	-0.3	-2.0	-3.6	1.4	-13.8	-8.5	-2.2	-0.1	16.0	-8.7
38	O=C(/C=C/c1ccccc1[N+](=O)[O-])NCCc1ccc(F)cc1	3.0	-17.2	-12.8	-8.5	14.2	-4.4	3.3	3.6	-4.6	-4.0	-7.2
39	CCCCC(=O)N(c1ccc(OC)cc1)C1C=CS(=O)(=O)C1 (stereo unspecified)	4.2	0.4	-20.8	2.4	8.2	-1.7	-9.8	-1.4	-19.5	0.6	-22.1
40	Cn1cc(C(=O)N/N=C/C=C/c2ccccc2)ccc1=O	-7.1	-14.8	2.0	-6.9	-6.4	7.5	1.5	1.8	-15.3	0.5	-7.2
41	COc1ccc(CCNC(=O)c2nonc2N)cc1	-14.7	-35.8	-52.5	-18.6	-27.6	-3.8	-0.6	1.1	-0.1	0.3	-49.5
42	Cc1cccc(N2CCN(C(=O)C3CCCCC3)CC2)c1C	-7.1	9.3	-21.1	23.8	0.0	9.9	-5.8	-6.5	-9.9	-1.9	-1.9
43	CC(C)NCC(O)COc1c(F)cc(Br)cc1F (stereo unspecified)	-25.7	-9.5	0.9	-3.1	-13.2	4.1	-5.8	-3.2	-2.7	-0.2	-18.7
44	COCCNC(=O)C(NC(=O)C1CCCCC1)C12CC3CC(CC(C3)C1)C2 (stereo unspecified)	9.7	-6.1	9.8	2.6	-36.9	-3.4	8.9	-2.1	0.7	-6.9	-2.5
45	CC(C)N(Cc1nccn1C)C(=O)CC1C(=O)NCCN1Cc1ccc(F)cc1 (stereo unspecified)	-16.9	13.8	1.3	-3.8	-5.0	1.0	-9.9	-13.0	3.1	3.7	8.6
46	CN(C)c1ccccc1C(=O)N1CCC(n2nccc2NC(=O)C2CC2)CC1	-4.6	-12.0	-11.1	9.7	-10.9	-3.2	-10.5	1.9	13.9	-2.0	5.0
47	CC(=O)C1=C(S(=O)(=O)c2ccc(C)cc2)CS(=O)(=O)C1	-12.6	-2.8	8.7	-16.6	0.6	-3.7	-7.6	29.0*	3.4	25.8	-7.6
48	Cc1onc(-c2ccccc2)c1C(=O)O/N=C(\N)c1ccc([N+](=O)[O-])o1	7.3	-1.1	48.4	-14.7	-3.2	-4.4	-0.2	-1.0	-0.3	-2.5	12.6
49	COc1cc(C2Nc3ccccc3C(=O)N2c2ccc(Cl)cc2)c(Cl)cc1OCC(=O)O (stereo unspecified)	-40.5	-35.1	-190.7	-105.0	-49.1	3.1	2.0	-1.6	-15.8	-1.4	-107.3
50	Cc1c(-c2ccccc2)c(=O)oc2ccc(O)cc12	-11.2	-23.3	17.7	-4.9	-4.1	-4.9	-5.9	7.9	1.6	-0.5	8.4
51	CN1C(=O)N(CN2CCCCC2)C2C1N(C)C(=O)N2CN1CCCCC1 (stereo unspecified)	8.2	3.8	-14.2	11.2	0.0	6.2	-7.7	-2.5	-1.7	-0.6	-4.0
52	O=C(Nn1cnnc1)c1cc(Br)ccc1Cl	17.9	-1.9	20.7	-0.9	-31.9	-18.5	0.5	6.6	-8.0	-6.6	7.3
53	COCCCNC(=S)NNC(=S)Nc1cccc(Cl)c1	0.3	-66.9	-83.3	-51.7	-51.9	-18.4	x	-14.3	5.1	3.1	-26.9
